Screening results from PubChem BioAssay.
Apaf1 inhib – inhibitors of human Apaf-1 apoptosome, primary screen, biochemical, DEVD-Rh110 fluorescence, uHTS; reconstituted apoptosome caspase-3 activity; AID 489030, 2010; Apoptotic protease-activating factor 1 (Homo sapiens), O14727; hit rate 0.71% among 330,000; inhibition, % at 20 µM; active = inhibition of at least 40% at 20 µM;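 note: plate controls were DMSO wells for no effect and DEVD-CHO caspase inhibitor wells for full effect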
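Material: biochemical Apaf-1 apoptosome reconstitution. Medium: Hepes buffer, pH 7.5. Also added: cytochrome c activation, bis-DEVD rhodamine 110 substrate. Timing: 30 min compound preincubation, 50 min activation, room temperature. Measured by: rhodamine 110 fluorescence at Ex 480/Em 540 nm.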
APOBEC3G inh – APOBEC3G DNA deaminase inhibitors, primary screen, biochemical, fluorescence, single-stranded DNA substrate, uHTS. inhibition, % at 20 µM. hit rate 0.28% among 330,000. DNA dC->dU-editing enzyme APOBEC-3G (Homo sapiens), Q9HC16. AID 493012, 2011. recombinant A3G, ssDNA deamination FAM/TAMRA fluorescence;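 active = inhibition of at least 40% at 20 µM, with no more than 30% in the related APOBEC3A deaminase screen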;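 note: plate controls were DMSO wells with A3G for no effect and wells lacking A3G enzyme for full effect; some compounds called inactive have numbers as strong as hits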
Target sequence (Q9HC16 whole entry, looked up): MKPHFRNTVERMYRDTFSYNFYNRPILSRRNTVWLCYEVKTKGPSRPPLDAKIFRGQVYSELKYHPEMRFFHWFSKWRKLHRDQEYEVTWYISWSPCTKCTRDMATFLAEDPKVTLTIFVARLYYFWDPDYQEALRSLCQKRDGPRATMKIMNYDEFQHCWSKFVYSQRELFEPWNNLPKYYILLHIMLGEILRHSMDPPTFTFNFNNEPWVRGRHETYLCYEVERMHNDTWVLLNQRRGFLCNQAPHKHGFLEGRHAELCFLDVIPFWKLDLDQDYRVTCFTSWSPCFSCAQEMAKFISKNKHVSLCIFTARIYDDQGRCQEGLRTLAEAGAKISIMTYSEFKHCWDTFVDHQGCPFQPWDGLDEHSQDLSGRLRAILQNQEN
SENP8 block-1 – human SENP8 protease inhibitors, primary screen, biochemical, fluorescence, Nedd8 protein substrate, uHTS; Sentrin-specific protease 8 (Homo sapiens), Q96LD8; recombinant SENP8; inhibition, % at 20 µM; hit rate 0.64% among 360,000; AID 602440, 2012; in the data active = inhibition mostly above about 40%, no sharp cut-off; inactive = mostly below about 27%
SENP7 block – SENP7 protease inhibitors, primary screen, biochemical, luminescence, uHTS. Sentrin-specific protease 7 (Homo sapiens), Q9BQF6. recombinant SENP7, Z-RLRGG-aminoluciferin luminescence, 40 min. inhibition, % at 5 µM. hit rate 1.5% among 330,000. AID 434973, 2010;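 active = inhibition above about 50% at the single test dose, limit read from the data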;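 note: plate controls were DMSO with enzyme for no effect and no enzyme buffer wells for full effect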
SENP6 block – SENP6 protease inhibitors, primary screen, biochemical, luminescence, uHTS | inhibition, % at 10 µM | Sentrin-specific protease 6 (Homo sapiens), Q9GZR1 | hit rate 1.8% among 330,000 | AID 2599, 2010 | Recombinant SENP6 catalytic domain, aminoluciferin luminescence;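 active = inhibition above about 50% at the single tested dose, limit read from the data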;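 note: plate controls were DMSO wells with enzyme for no effect and DMSO wells lacking enzyme for full effect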
Target sequence (Q9GZR1 628-1112 limits assumed): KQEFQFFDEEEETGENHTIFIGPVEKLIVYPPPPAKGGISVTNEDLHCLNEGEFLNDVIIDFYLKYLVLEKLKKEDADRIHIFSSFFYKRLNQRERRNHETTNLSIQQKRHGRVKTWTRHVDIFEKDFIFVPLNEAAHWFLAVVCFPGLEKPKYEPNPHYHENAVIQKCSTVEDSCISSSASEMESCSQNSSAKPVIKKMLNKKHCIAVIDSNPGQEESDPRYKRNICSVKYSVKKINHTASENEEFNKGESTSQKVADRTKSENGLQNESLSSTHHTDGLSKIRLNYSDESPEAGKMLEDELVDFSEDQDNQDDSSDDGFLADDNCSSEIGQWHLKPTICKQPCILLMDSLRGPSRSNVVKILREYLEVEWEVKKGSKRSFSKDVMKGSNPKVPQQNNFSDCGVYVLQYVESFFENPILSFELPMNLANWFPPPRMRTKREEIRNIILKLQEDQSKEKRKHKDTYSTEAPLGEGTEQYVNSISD
UBC13 inh – UBC13 polyubiquitin chain formation inhibitors, primary screen, biochemical, TR-FRET, uHTS | inhibition, % at 20 µM | Ubiquitin-conjugating enzyme E2 N (Homo sapiens), P61088 | hit rate 0.47% among 330,000 | AID 485273, 2010; in the data active = inhibition above about 45%, passing the limit was not always enough; inconclusive = no clear call, values can overlap the other calls
SENP8 block-2 – SENP8 protease inhibitors, primary screen, biochemical, luminescence; inhibition, % at 10 µM; purified SENP8, Z-RLRGG-aminoluciferin cleavage; hit rate 1.2% among 330,000; AID 2540, 2010; Sentrin-specific protease 8 (Homo sapiens), Q96LD8; in the data active = inhibition above about 50%
SENP1 inh – human SENP1 catalytic domain inhibitors, primary screen, biochemical, FRET, uHTS. recombinant SENP1 catalytic domain, CyPet-SUMO1-YPet FRET cleavage. hit rate 0.21% among 360,000. inhibition, % at 10 µM. AID 624204, 2012. Sentrin-specific protease 1 (Homo sapiens), Q9P0U3;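 active = inhibition at least 30% at 10 µM, raw YFP signal under a set limit, fluorescence ratio 0.5 to 1.5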;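 note: 0% = enzyme with DMSO and 100% = no enzyme wells; some results filed as inactive read as strong as hits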
Target sequence (Q9P0U3 419-644 limits assumed): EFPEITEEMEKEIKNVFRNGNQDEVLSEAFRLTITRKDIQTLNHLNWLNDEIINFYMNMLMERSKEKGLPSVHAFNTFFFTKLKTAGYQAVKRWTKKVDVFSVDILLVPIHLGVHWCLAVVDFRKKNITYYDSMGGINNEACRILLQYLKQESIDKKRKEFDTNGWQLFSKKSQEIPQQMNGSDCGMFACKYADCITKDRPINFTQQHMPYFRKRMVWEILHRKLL
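Test system: recombinant human SENP1 catalytic domain, His6-tagged / Medium: pH 8 Tris buffer with EDTA, NaCl, BME, BSA, NP40, catalase / Also added: SUMO1 FRET substrate flanked by Cypet and Ypet, 25 nM / Times: 50 min reaction at room temperature / Signal: FRET, CFP and YFP emission / Control set: no-enzyme low control and enzyme-plus-DMSO high control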
* hit, by the source's call; i = inactive; ? = inconclusive; / = not tested or not shown.

SMILES	Apaf1 inhib	APOBEC3G inh	SENP8 block-1	SENP7 block	SENP6 block	UBC13 inh	SENP8 block-2	SENP1 inh
Cc1ccn(CC(=O)N2N=C(C(F)F)CC2(O)C(F)F)n1 (configuration not stated)	-1	1	4	-2	-15	-10	-7	3
Cc1ccccc1S(=O)(=O)c1c(C)cc(C)n(C)c1=O	-1	1	-27	8	8	2	-5	-1
Cc1ccc(NC2=CC(=O)CC(c3ccco3)C2)c(N)c1 (configuration not stated)	2	-6	9	3	9	3	0	0
Cc1cc(C)c2c(n1)nn1c(C)c(CCC(=O)NCc3ccco3)c(C)nc21	9	-4	-404	-1	2	-8	3	-12
COC(=O)CCc1c(C)c(C(=O)c2cc(OC)c(OC)c(OC)c2)c2ccccn12	6	-6	27	-5	-23	-2	-7	0
CS(=O)(=O)c1ccc(C(=O)N2CC(=O)Nc3ccccc32)cc1	8	5	-16	-1	-2	3	0	-40
O=C(c1ccc(F)cc1)n1ccc(-c2cnc(-c3ccccc3)s2)n1	-17	-4	-457	85*	55*	15	32	2
COc1ccc(CN2CCCCC2c2cccnc2)c(OC)c1C (configuration not stated)	8	-4	6	-5	-46	-6	-2	-2
Cc1ccc(C)c(NC(=O)CN(C)C(=O)CN2C(=O)NC3(CCc4ccccc43)C2=O)c1 (configuration not stated)	-6	-10	5	0	-10	6	4	0
O=C(COC(=O)C1=NN(c2ccccc2)C(=O)CC1)NCc1ccccc1Cl	2	-10	-5	4	-15	5	-3	2
O=C(CSc1ccccc1F)NC(=O)NCc1ccco1	7	27	6	1	3	6	4	1
CCCN1CNC(=S)N(c2ccc(C)cc2C)C1	-17	-8	22	-4	-6	7	-7	1
COC(=O)c1cn(CCC#N)nc1-c1ccc2ccccc2c1	2	-4	7	-4	7	1	3	0
O=S(=O)(c1ccc(OCC(O)CN2CCN(c3ccccc3O)CC2)cc1)N1CCOCC1 (configuration not stated)	-29	-7	16	-9	-17	-2	-3	2
Cc1cccc(NC(=O)c2ccccc2[N+](=O)[O-])n1	0	-2	25	-2	-11	3	-7	-5
COc1ccc(NC(=O)CSc2nc(C)cc(C(F)(F)F)n2)cc1	11	3	25	-6	-20	-4	2	2
O=C(CCN1CCN(CCO)CC1)Nc1ccc(OCc2ccccc2)cc1	-1	-9	19	7	-4	-1	-13	1
Cn1c(CN2CCOCC2)nc2cc(NC(=O)COc3ccccc3)ccc21	-2	-7	-2	-6	-11	-20	0	0
CC(C)S(=O)(=O)c1cnc(-c2ccccn2)nc1N	-28	-3	16	-1	-10	-2	-2	0
O=C(CN1CCOCC1)Nc1ccc(Oc2ccccc2)cc1	12	-2	9	11	3	1	-4	1
Cc1ccc(-c2csc(=Nc3cccnc3)n2CCCN2CCCC2=O)cc1C	4	-5	22	0	6	7	-4	3
COc1ccc(NS(=O)(=O)c2cc(NC(=O)c3ccccc3F)ccc2N2CCCC2)cc1	-9	4	16	-2	-3	-3	5	4
N#Cc1c(-c2ccc([N+](=O)[O-])cc2)nc2n(c1=O)CCS2	8	-8	7	0	-3	-8	-4	-2
CN1CCN(C(=O)CN(C)S(=O)(=O)c2ccc3ccccc3c2)CC1	3	-1	10	0	2	-7	0	-1
CCCCCCC(C)n1[nH]c(=O)c2c(C)cc(C)nc21 (configuration not stated)	-2	0	-243	1	-1	8	1	-3
SMILES	Apaf1 inhib	APOBEC3G inh	SENP8 block-1	SENP7 block	SENP6 block	UBC13 inh	SENP8 block-2	SENP1 inh
O=C(Nc1ccncc1)Nc1cccc(Cl)c1	10	-3	8	12	12	8	-10	2
COc1cccc(S(=O)(=O)Nc2ccc3sc(C)nc3c2)c1	-1	-6	8	4	-2	0	-4	0
CCOC(=O)CNc1nc(Cl)nc(Nc2ccccc2)n1	-1	-5	15	3	-8	2	-3	2
O=C(Cc1ncc(C(F)(F)F)cc1Cl)NCc1ccco1	5	-1	15	-5	-6	-10	0	2
O=C(Nc1nnc(COc2ccc(Br)cc2)s1)c1ccco1	4	-8	-16	-5	-15	-12	-13	-2
CC(=O)N/N=C(\C)c1cccc(NC(=O)c2cccs2)c1	2	-5	12	-11	-17	-5	-10	3
COCc1cc(C)nc(N2CCc3ccccc32)c1C#N	2	-3	-88	-13	-2	?	-4	0
COCc1cc(C)nc(SCC(=O)Nc2ccc3c(c2)OCO3)c1C#N	3	-3	16	4	5	-12	5	0
CCCOc1ccc(/C=N/Nc2cc(N3CCOCC3)ncn2)c(O)c1	5	-8	-14	-11	-36	-17	-12	-1
Cc1ccc(N(Cc2ccccc2F)S(C)(=O)=O)c(C)c1	5	-8	12	-2	-13	4	2	0
COc1ccc(S(=O)(=O)N2CCOC2CNC(=O)C(=O)NCc2ccc(F)cc2)cc1OC (configuration not stated)	1	2	-2	-9	-3	-10	5	-3
O=C(COC(=O)CCC(=O)c1ccc(Cl)cc1)NCc1ccco1	13	-1	2	-9	-5	-8	-13	-2
Nc1cc(OC(=O)c2cccs2)nn1S(=O)(=O)c1ccccc1	8	0	15	7	3	0	2	2
Cc1nnc2sc(SCc3cccc(Cl)c3)nn2c1=O	4	-1	18	-7	-21	-7	-8	2
CN(Cc1ccon1)Cc1cn(Cc2ccccc2)nc1-c1ccc2c(c1)OCO2	10	4	26	14	5	5	-2	2
O=C1NC[C@@H](c2ccccc2)OC(=O)[C@@H](Cc2ccc(F)cc2)CC/C=C/C[C@@H]1CC(=O)N(CCO)Cc1ccccc1	24	-7	14	-3	-2	8	4	2
CCCCC(=O)NCCc1ccc(OC)cc1	18	-7	4	-4	0	-4	-6	-1
Cc1c(C(=O)c2ccc(F)cc2F)c2ccccn2c1CCC#N	63*	9	-4	26	58*	-61	42	-47
CCCCn1c(N)c(N(CCOC)C(=O)CSc2nnc(-c3ccc(C(C)(C)C)cc3)n2N)c(=O)[nH]c1=O	3	3	28	8	-4	-3	1	2
COn1c(=O)c(-c2ccccc2)[n+]([O-])c2ccccc21	2	13	-69	1	7	-2	-1	2
CCN(c1ccccc1)S(=O)(=O)c1ccc(C(=O)NCCCn2ccnc2)cc1	3	-8	11	-3	-3	4	-3	-2
CCOc1ccc(NC(C)=O)cc1	-2	-4	2	12	2	7	-2	-2
COc1ccc(CNC(=O)CN2C(=O)CC(c3ccccc3)=Nc3ccccc32)cc1	-15	-10	21	-3	-9	-1	8	2
COCCn1c(=S)[nH]c2cc(C(=O)NCCc3ccccc3)ccc2c1=O	5	-4	1	-2	14	6	1	0
CCOC(=O)c1ccc(-n2c(N)c(C(=O)NCc3ccco3)sc2=S)cc1	-2	13	17	7	-13	9	0	0

One compound at a time, from the list above:
COCc1cc(C)nc(N2CCc3ccccc32)c1C#N is listed as Apaf1 inhib = 2; APOBEC3G inh = -3; SENP8 block-1 = -88; SENP7 block = -13; SENP6 block = -2; UBC13 inh = ?; SENP8 block-2 = -4; SENP1 inh = 0
N#Cc1c(-c2ccc([N+](=O)[O-])cc2)nc2n(c1=O)CCS2 is listed as Apaf1 inhib = 8; APOBEC3G inh = -8; SENP8 block-1 = 7; SENP7 block = 0; SENP6 block = -3; UBC13 inh = -8; SENP8 block-2 = -4; SENP1 inh = -2

The list goes on:
SMILES	Apaf1 inhib	APOBEC3G inh	SENP8 block-1	SENP7 block	SENP6 block	UBC13 inh	SENP8 block-2	SENP1 inh
CC(C)(C)c1ccc(C(=O)NCc2nnc(SCC(=O)NC3CCCC3)o2)cc1	18	1	2	6	0	-10	-1	1
CC(C)(C)NC(=O)CCN1CCOCC1	-2	-2	1	3	5	1	-4	1
CCN(CC(=O)Nc1ccc(NC(C)=O)cc1)C(=O)Cc1coc2cc(C)c(C)cc12	9	-6	10	0	-3	8	-7	0
C[C@H]1CN=C(Nc2ccccc2)N1CC1CCCCCC1	4	0	14	-6	-16	-2	-10	-2
O=C(NCc1ccc2c(c1)OCO2)c1cc(-c2ccc(Cl)cc2Cl)on1	-3	-2	20	-6	8	9	-9	0
O=S(=O)(c1ccc(Oc2ccc(Br)cc2)cc1)N1CCOCC1	23	-3	26	15	-12	2	-2	1
CC1CCCC(C)N1C(=O)COC(=O)c1ccc(O)cc1 (configuration not stated)	-18	-3	7	-2	-10	9	4	1
Cc1cc(=O)oc2cc(NC(=O)COc3ccccc3[N+](=O)[O-])ccc12	-13	-12	i	0	-3	-20	14	-3
COc1ccc(N/C(N)=N/c2nc(CSc3ccc(C)cc3)cc(=O)[nH]2)cc1	18	-1	13	0	-3	-1	1	1
COc1cccc(NC(=O)COC(=O)C2CC2)c1	-14	-3	2	-1	-2	5	4	0
CN(CC(=O)Nc1ccccc1Cl)C(=O)COC(=O)c1ccc(Cl)nc1	-1	-6	8	5	-5	-3	2	-1
COc1cccc(NS(=O)(=O)c2ccc3c(c2)CC(=O)N3)c1	-4	1	8	4	11	-2	0	-2
CCCNC(=O)c1ccccc1NC(=O)c1ccc(CSc2ccccc2)cc1	8	-5	-16	4	-29	-1	-8	-1
O=C(COC(=O)c1c[nH]c2ccccc12)NC1CCCC1	5	-9	10	-6	-25	-4	-3	1
COC(=O)c1cc2n(n1)CCN(Cc1cccc(OC)c1)C2=O	-13	-6	-7	7	-11	10	-6	0
CCC(C)(C)C1CCc2[nH]nc(C(=O)NCCCNC(=O)OC(C)(C)C)c2C1 (configuration not stated)	31	0	14	2	-7	13	-2	2
CCCCNC(=O)c1onc(CSc2ccc(F)c(F)c2)c1C(=O)O	2	5	10	5	-8	-4	-1	-16
CC(C)(C)N(Cc1ccccc1)C(=O)COC(=O)c1ccc2ccccc2n1	8	-8	11	6	-7	0	-6	-3
COc1ccc(O[C@H]2C=C[C@@H](c3ccccc3)O[C@@H]2COC(=O)CC/C(C)=N/OC[C@@H](O)[C@H]2O[C@@H]3OC(C)(C)O[C@@H]3[C@H]2O)cc1	12	-12	/	-8	-11	10	-2	/
CSC1=NCCN1S(=O)(=O)c1ccc2ccccc2c1	18	0	14	6	8	-10	0	3
COCc1cc(CN2CCCC(C(=O)Nc3cccc(-n4cnnn4)c3)C2)ccc1OC (configuration not stated)	6	1	12	5	6	2	-5	2
Cc1c(NC(=O)CSc2ccc(Cl)cc2)cccc1-c1nc2ncccc2o1	8	-5	12	0	7	-3	-2	0
CCC(C)(C)NC(=O)C(c1ccc(F)cc1)N(Cc1cccs1)C(=O)c1cnccn1 (configuration not stated)	5	-9	9	-4	-7	-2	-13	1
CN(CC(=O)NCCC1=CCCCC1)S(=O)(=O)c1ccc2c(c1)CCC(=O)N2	-10	-9	8	-4	4	3	2	-2
O=C(O)c1c[nH]c2ccc(S(=O)(=O)N3CCN(c4ccc(F)cc4)CC3)cc2c1=O	-5	-3	-14	6	-17	3	-1	-1
CCOc1ccc(C(=O)OCC(=O)NCc2ccco2)cc1OCC	2	2	20	0	-1	-2	-1	2
O=C(COC(=O)/C=C/c1ccc(OC(F)F)cc1)Nc1ccc2[nH]c(=O)[nH]c2c1	-12	-2	-6	9	-2	-1	6	-3
COc1ccc(/C=N/NC(=O)c2ccc(COCC(F)(F)C(F)F)cc2)cc1	-7	-3	-130	-2	5	-9	-12	3
COc1cc(Cl)c(C)cc1NC(=O)c1cc(S(=O)(=O)N(C)C)ccc1N1CCCC1	18	-3	-32	-4	3	2	-7	2
